Bioassay records deposited in PubChem by several laboratories.
APP 5UTR inh = APP translation inhibition; 190,000 tested, 0.82% active; AID 1285; inhibition, % at 2 µM; SH-SY5Y APP 5'UTR-luciferase reporter, luminescence;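 active = inhibition above a set limit, derived from the sample mean plus 3 SD, cut at about 45% in these data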; note: values of inactives mirror those of a sister screen read the other way
Diaphorase act = activates diaphorase or chemically reduces, flagging diaphorase assay artifacts. Diaphorase/resazurin coupled assay, resorufin fluorescence, 16 min; active compounds read high; 1 = vehicle wells, 0 = NADH-free wells. activation factor at 20 µM. 190,000 tested, 0.005% active. AID 1229;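 active = diaphorase activity raised at least twofold by the compound at 20 µM; inactive = activation factor below 2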
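Material: bacterial diaphorase enzyme (C. kluyveri); amount: enzyme 0.07 U/mL final; reagent: NADH substrate 0.114 mM plus resazurin dye 0.1 mM, final; doses: single compound dose of 20 µM, 1% DMSO final; timing: 16 min enzyme reaction, ambient temperature; measured by: fluorescence of resorufin, 544 nm excitation, 590 nm emission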
G6PDH counter = inhibits Leuconostoc G6PDH, flagging false hits in G6PDH-based assays. Purified L. mesenteroides G6PDH, diaphorase/resazurin coupled fluorescence, 45 min. inhibition, % at 5 µM. 200,000 tested, 0.12% active. AID 1020; in the data active = inhibition above about 50%
Diaphorase inh = diaphorase inhibition or chemical oxidation counter-screen | diaphorase resazurin-to-resorufin fluorescence, NADH, 16 min; bacterial (C. kluyveri) enzyme, not human | inhibition, % at 20 µM | 190,000 tested, 0.69% active | AID 1217;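 active = primary screen inhibition at 20 µM above a set limit, cut at about 50% in these data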;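 note: plate controls were DMSO with full reaction for no effect and wells lacking NADH for full effect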
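System: Bacterial diaphorase enzyme (C. kluyveri) | Incubation: 16-min room-temperature incubation before reading | Benchmarks: No-NADH positive control and DMSO neutral control | Measured by: Resorufin fluorescence 544/590 nm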
STAT3 activator = STAT3 signaling activation | U3A cells, IL-6 STAT3-luciferase reporter, luminescence; 100% = signal with IL-6 EC80 alone | activation (% of control), % at 5.6 µM | 190,000 tested, 0.91% active | AID 871;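 active = activation above the screen-wide mean of compound activation plus 3 SD, cut at about 130% in these data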;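 note: 0% = background luminescence of wells with medium and substrate only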
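Test system: STAT3-luciferase reporter U3A cells; Detection: reporter luminescence signal; Times: 1 h compound pre-exposure, 6 h IL-6 stimulation, 37 °C; Benchmarks: IL-6-only high control; Also added: IL-6 stimulus at 33 ng/mL final.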
TLR4-MyD88 BLA = blocks binding of human TLR4 to MyD88. O00206+Q99836. HeLa CL3-4 TLR4/MyD88 BLA complementation, FRET ratio. inhibition, % at 8.4 µM. 200,000 tested, 0.18% active; in the data active = inhibition above about 25%;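 note: 0% = vehicle and 100% = reference inhibitor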
Target sequence (O00206 whole entry, looked up): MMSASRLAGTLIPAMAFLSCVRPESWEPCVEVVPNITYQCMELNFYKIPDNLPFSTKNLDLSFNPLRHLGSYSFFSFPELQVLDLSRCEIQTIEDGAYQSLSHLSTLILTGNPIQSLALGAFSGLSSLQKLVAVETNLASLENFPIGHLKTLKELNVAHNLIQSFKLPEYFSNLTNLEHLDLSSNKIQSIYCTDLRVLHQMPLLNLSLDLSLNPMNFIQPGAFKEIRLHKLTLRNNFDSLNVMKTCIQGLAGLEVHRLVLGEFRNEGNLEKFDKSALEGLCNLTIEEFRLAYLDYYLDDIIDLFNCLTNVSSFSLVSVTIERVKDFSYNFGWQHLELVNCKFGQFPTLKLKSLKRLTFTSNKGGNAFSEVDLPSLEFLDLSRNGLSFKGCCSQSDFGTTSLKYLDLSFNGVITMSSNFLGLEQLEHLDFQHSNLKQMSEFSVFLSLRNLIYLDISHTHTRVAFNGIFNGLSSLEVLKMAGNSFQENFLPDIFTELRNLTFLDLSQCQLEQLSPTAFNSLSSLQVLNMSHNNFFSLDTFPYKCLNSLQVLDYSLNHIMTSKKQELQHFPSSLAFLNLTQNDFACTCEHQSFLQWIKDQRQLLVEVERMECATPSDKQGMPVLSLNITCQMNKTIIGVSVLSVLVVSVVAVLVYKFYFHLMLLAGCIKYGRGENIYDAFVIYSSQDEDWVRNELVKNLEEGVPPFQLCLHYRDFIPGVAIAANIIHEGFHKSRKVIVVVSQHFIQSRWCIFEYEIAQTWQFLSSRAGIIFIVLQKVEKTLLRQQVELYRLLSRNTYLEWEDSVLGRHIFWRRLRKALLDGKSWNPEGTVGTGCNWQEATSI
Target sequence (Q99836 whole entry, looked up): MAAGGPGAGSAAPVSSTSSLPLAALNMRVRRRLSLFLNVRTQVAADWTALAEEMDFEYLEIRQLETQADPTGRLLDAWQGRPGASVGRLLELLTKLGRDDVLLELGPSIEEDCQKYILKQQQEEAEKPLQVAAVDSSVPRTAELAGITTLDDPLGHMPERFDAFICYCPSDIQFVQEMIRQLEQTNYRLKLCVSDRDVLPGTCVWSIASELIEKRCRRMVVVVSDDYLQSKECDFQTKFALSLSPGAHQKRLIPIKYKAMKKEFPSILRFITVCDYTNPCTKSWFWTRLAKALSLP
STAT1 activator = STAT1 signaling activation | NIH 3T3 STAT1-luciferase reporter, IFN-gamma, luminescence; 100% = IFN-gamma alone, no compound | activation (% of control), % at 5.5 µM | 200,000 tested, 2.6% active;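 active = activation above the screen-wide mean activation plus 3 SD, cut at about 130% in these data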;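 note: raw ratio to IFN-gamma control signal so 100% means no change and 0% no light; values of inactives mirror those of a sister screen read the other way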
STAT1 blocker = STAT1 signaling inhibition. inhibition, % at 5.5 µM. 200,000 tested, 0.35% active. AID 920. NIH 3T3 STAT1-luciferase reporter, IFN-gamma, luminescence;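 active = inhibition above a set limit, the mean inhibition across all tested compounds plus 3 SD, cut at about 34% in these data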;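 note: 0% = IFN-gamma with DMSO and 100% = IFN-gamma with 300 µM nifuroxazide; values of inactives mirror those of a sister screen read the other way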
STAT3 inh = STAT3 signaling inhibition; 190,000 tested, 0.89% active; inhibition, % at 5.5 µM; U3A cells, IL-6 STAT3-luciferase reporter, luminescence; host cell line lacks STAT1; AID 862;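 active = inhibition above the mean inhibition across all screened compounds plus 3 SD, cut at about 44% in these data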;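 note: 0% = DMSO only wells and 100% = 100 µM nifuroxazide control wells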
Hsp70 act = transcriptional activators of Hsp70. activation, % at 10 µM. HeLa Hsp70 promoter luciferase reporter, luminescence; scaled: vehicle 0, proteasome-inhibitor control 100%. 200,000 tested, 0.04% active;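 active = activation above the mean across all tested compounds plus 3 SD, cutoff set per campaign, cut at about 5.5% in these data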;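 note: 100% = MG132 at 30 µM as the positive control and 0% = DMSO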
* = called active by the depositor; . = not tested or not shown.

structure	APP 5UTR inh	STAT3 activator	STAT1 activator	TLR4-MyD88 BLA	STAT1 blocker	Hsp70 act	G6PDH counter	Diaphorase inh	STAT3 inh	Diaphorase act
O=c1c(Cc2ccc(F)cc2)c(O)ccn1Cc1ccc(F)cc1	-18	86	102	4	-5	-0.1	2	-4	22	1
O=C(NC(CO)Cc1ccccc1)c1ccccc1 (centres undefined)	-4	87	106	-1	-7	0.2	-1	4	17	1
COC(=O)c1c(N)n(-c2ccc(NC(C)=O)cc2)c2nc3ccccc3nc12	20	99	95	-19	4	-0.3	-4	19	8	0.8
COc1c(C(=O)NCCSC(C)(C)C)ccc2ccccc12	-19	102	93	-10	8	-0.2	4	17	-5	0.8
CCCOC(=O)Nc1ccc(C(N)=O)cc1	-3	111	114	-6	-15	0.0	5	9	-6	0.9
Cc1ccc2nc(-c3cccnc3)c(NC3CCCC3)n2c1	15	91	90	-3	11	-0.1	6	-6	8	1.1
CC1=C(C#N)C(=O)NC(=O)/C1=C\c1ccc(-c2ccc(C)cc2[N+](=O)[O-])o1	-8	100	107	-11	-9	0.7	14	57*	4	0.4
O=C(NCCCn1ccnc1)c1cc(-c2ccc(Br)cc2)on1	-28	97	108	7	-10	-0.3	2	-3	12	1
CC(C)Cc1[nH]c(=O)c(C#N)c2c1CCCC2	5	127	100	-19	0	-0.2	-5	12	-28	0.9
COc1ccc(CC(=O)NCc2nnc(SCC(=O)Nc3ccc(OC)cc3)n2C)cc1	-2	111	110	-3	-13	-0.1	1	5	-8	0.9
CCOC(=O)c1c(N)sc2c1CCC(CC)C2 (centres undefined)	2	93	99	-13	1	-0.1	6	17	12	0.8
CCOC(=O)c1[nH]c(=O)[nH]c1CSc1nc(C)cc(C)n1	-1	96	99	2	1	-0.6	1	0	12	1
COc1ccc(-n2nc3ccccc3n2)cc1	-11	109	116	-7	-18	-0.2	9	4	-8	1
Cc1cc(C)n2nc(SCC(N)=O)nc2n1	16	109	101	-11	-2	-0.1	4	4	-10	1
O=C(NCCCN1CCCC1=O)C1CCCO1 (centres undefined)	6	94	100	12	-3	-0.2	2	8	12	0.9
Cc1c(NS(=O)(=O)c2ccc3c(c2)OCCO3)cccc1-c1nc2cccnc2s1	-5	84	93	4	7	-0.3	10	5	27	1

Part of the list above, with each value named.
> CCOC(=O)c1[nH]c(=O)[nH]c1CSc1nc(C)cc(C)n1
  APP 5UTR inh = -1 | STAT3 activator = 96 | STAT1 activator = 99 | TLR4-MyD88 BLA = 2 | STAT1 blocker = 1 | Hsp70 act = -0.6 | G6PDH counter = 1 | Diaphorase inh = 0 | STAT3 inh = 12 | Diaphorase act = 1

> COc1ccc(-n2nc3ccccc3n2)cc1
  APP 5UTR inh = -11 | STAT3 activator = 109 | STAT1 activator = 116 | TLR4-MyD88 BLA = -7 | STAT1 blocker = -18 | Hsp70 act = -0.2 | G6PDH counter = 9 | Diaphorase inh = 4 | STAT3 inh = -8 | Diaphorase act = 1

> Cc1cc(C)n2nc(SCC(N)=O)nc2n1
  APP 5UTR inh = 16 | STAT3 activator = 109 | STAT1 activator = 101 | TLR4-MyD88 BLA = -11 | STAT1 blocker = -2 | Hsp70 act = -0.1 | G6PDH counter = 4 | Diaphorase inh = 4 | STAT3 inh = -10 | Diaphorase act = 1

> O=C(NCCCN1CCCC1=O)C1CCCO1 (centres undefined)
  APP 5UTR inh = 6 | STAT3 activator = 94 | STAT1 activator = 100 | TLR4-MyD88 BLA = 12 | STAT1 blocker = -3 | Hsp70 act = -0.2 | G6PDH counter = 2 | Diaphorase inh = 8 | STAT3 inh = 12 | Diaphorase act = 0.9

The list goes on.
structure	APP 5UTR inh	STAT3 activator	STAT1 activator	TLR4-MyD88 BLA	STAT1 blocker	Hsp70 act	G6PDH counter	Diaphorase inh	STAT3 inh	Diaphorase act
CCn1cc(CN2CCCC(CNS(=O)(=O)Cc3ccccc3)C2)cn1 (centres undefined)	17	115	90	-20	10	-0.2	8	5	-12	1
COc1ccc(CCNC(=O)CS(=O)(=O)c2cn(CC(=O)N3CCOCC3)c3ccccc23)cc1OC	-15	100	99	10	0	0.1	26	22	11	0.8
COc1ccc(C(=O)/C=C/C(=O)N(Cc2ccc(F)cc2)C(C(=O)NC2CCCCC2)c2ccncc2)c(O)c1 (centres undefined)	4	99	97	-26	3	-0.2	-10	15	-2	0.8
Cc1c(C(=O)N2CCN(c3ccccc3)CC2)sc2ncnc(N3CCN(c4ccccc4)CC3)c12	-9	96	94	-14	7	-0.5	.	.	7	.
O=C(CSc1ncc(C(F)(F)F)cc1Cl)N1CCN(S(=O)(=O)c2ccc(Cl)cc2)CC1	4	108	103	4	-3	-0.1	4	25	-9	0.7
COc1ccc(C2C(C#N)=C(/N=C/N3CCN(C)CC3)OC3=C2C(=O)CC(C)(C)C3)cc1OC (centres undefined)	3	101	96	-19	5	0.2	4	-12	6	1.1
CC(=O)Nc1ccc(S(=O)(=O)N2CCN(c3cccc(C)c3C)CC2)cc1	-6	75	94	-3	7	-0.3	-1	29	37	0.7
c1ccc(C2NCCn3cccc32)cc1 (centres undefined)	4	100	101	-4	-1	-0.1	4	1	7	1
O=C(c1ccco1)N1CCN(S(=O)(=O)c2cccs2)CC1	-11	111	102	-10	-3	-0.2	9	1	-12	1
CC12CCC3(CO)COC(c4ccccc4O1)C2C3 (centres undefined)	-17	106	106	-15	-7	-0.1	8	17	-1	0.8
O=C(NCc1ccc(F)cc1)C1C2C=CC3(CN(Cc4cccnc4)C(=O)C13)O2 (centres undefined)	-12	106	99	-6	1	-0.1	-1	8	3	0.9
O=C(NNC(=S)Nc1ccc(Br)cc1)c1ccc(N2CCOCC2)c([N+](=O)[O-])c1	-13	100	100	-3	1	-0.3	-21	22	3	0.8
CCOC(=O)c1ccc(NC(=O)NCCN2CCCCC2)cc1	12	102	101	-4	-3	-0.1	8	-1	4	1
CC(=O)Nc1ccc(C(=O)OCC(=O)N(Cc2ccccc2)C(C)(C)C)cc1	-7	98	104	9	-4	-0.2	0	54*	10	0.5
O=C(c1ccc(F)cc1)N1CCN(C(=O)c2ccc([N+](=O)[O-])cc2)CC1	18	97	97	1	2	-0.1	11	20	6	0.8
CCO/C=C1/C(=O)N(c2ccccc2OC)C(=O)c2ccccc21	5	100	90	4	9	-0.2	3	21	2	0.8
COC(=O)c1ccccc1Oc1nc(Cl)cc(OC)n1	1	94	93	2	7	-0.5	4	12	10	0.9
CCOC(=O)C1(Cc2cccc(OC)c2)CCN(Cc2cnc(N)nc2)CC1	-12	109	105	-5	-8	-0.1	3	4	-4	1
COc1ccc(/C=N/OCC(=O)N2CC3(C)CC2CC(C)(C)C3)cc1OC (centres undefined)	-5	106	102	-7	-3	0.3	-7	8	-2	0.9
COc1ccc(CCNC(=S)Nc2cccc3ccccc23)cc1	-17	105	97	-5	3	0.1	1	16	-4	0.8
CCCCn1nnnc1SCC(=O)NNC(=O)C1CCCCC1	-24	103	103	-4	-3	-0.4	0	4	3	1
CN(CCOC(=O)c1ccc2c(c1)OCCO2)C(C)(C)C	-4	105	93	14	0	-0.1	11	-13	-3	1.1
CN(CC(=O)Nc1ccc(F)cc1)c1ccc(S(=O)(=O)N2CCCCC2)cc1[N+](=O)[O-]	-11	93	92	0	9	-0.5	8	18	12	0.8
Cc1cc(C)c2cc(CN(Cc3cccs3)Cc3nnnn3CC3CCCO3)c(=O)[nH]c2c1 (centres undefined)	0	99	101	-9	-1	-0.2	2	22	11	0.8
COc1ccccc1/C=C/C(=O)NCc1cccnc1	-9	100	96	8	3	-0.1	6	-3	4	1
C(=N\n1cnnc1)/c1cccnc1	12	97	102	12	-1	-0.4	14	12	3	0.9
CCc1ccc(Nc2nc(N)nc(CSc3nnnn3-c3ccccc3)n2)cc1	14	114	98	2	3	-0.3	-2	12	-15	0.9
Cc1nn(-c2ccccc2)c2c1C(c1c(C)[nH]c(C#N)c1C)C(C#N)=C(N)O2 (centres undefined)	-4	134*	100	0	0	-0.1	-19	34	-37	0.7
O=C(CS(=O)(=O)c1ccccc1)NCc1ccco1	-6	94	104	-6	-6	-0.1	4	10	9	0.9
c1ccc(CSc2nnc(-c3cccs3)n2Cc2ccco2)cc1	-6	98	107	9	-8	-0.2	9	5	6	0.9
O=c1[nH]c(C2CC2)nc2sc3c(c12)CCCC3	19	97	109	-8	-9	0.0	27	11	9	0.9
Cc1ccc(S(=O)(=O)N2CCN(c3ccc([N+](=O)[O-])c(NCCN4CCOCC4)c3)CC2)cc1	-2	106	100	-7	0	-0.2	-38	18	-9	0.8
O=S(=O)(Nn1cnnc1)c1ccc(F)cc1	-1	99	102	-2	-4	-0.1	14	-15	5	1.1
COc1ccc(NC(=S)N2CCC(C(=O)c3ccc(C)cc3)CC2)c(OC)c1	-4	99	94	9	6	-0.1	12	31	8	0.7
CC12CC(c3ccccc3O1)C(C(=O)NCc1ccccc1)C(=O)N2 (centres undefined)	10	100	105	1	-6	-0.3	2	8	2	0.9
CCOc1cc(C(=O)N/N=C(\C)Cc2ccc(OC)cc2)cc(OCC)c1OCC	86*	103	100	2	-1	-0.2	6	13	2	0.9
O=C1CC(C(F)(F)C(F)(F)C(F)(F)C(F)F)=Nc2ccccc2N1	2	92	88	-10	13	0.1	10	15	13	0.8
COc1ccccc1NC(=O)CSc1nnc(Cn2cnc3ccccc32)n1C	-2	102	99	4	1	0.7	3	16	6	0.8
COc1cccc(CNC(=O)C2CCN(S(=O)(=O)c3ccccc3)CC2)c1	2	99	107	7	-8	-0.4	6	12	8	0.9
CCCOc1ccc(S(=O)(=O)NCc2ccc(OC)cc2)cc1	6	103	98	11	3	-0.3	2	4	-1	1
O=C1CCCC/C1=C\Nc1ccc(O)cc1	15	101	103	-5	-3	-0.2	5	12	2	0.9
CCOC(=O)c1oc2ccccc2c1N	-34	101	107	-5	-7	0.1	-8	3	-1	1
Cc1csc(NC(=O)/C=C/c2ccc(C)o2)n1	-88	99	116	14	-17	0.5	-1	18	0	0.8
N#Cc1c(NC(=O)CSc2nnc(-c3ccco3)n2-c2ccccc2)sc2c1CCC2	-9	100	102	1	-2	0.3	5	0	4	1
O=C(NCC1CCCO1)C1CCN(c2ccc(S(=O)(=O)N3CCCC3)cc2)CC1 (centres undefined)	3	98	97	8	3	0.3	4	5	7	1
CCCCC(=O)Nc1cc(OC)c(NC(=S)NC)cc1OC	6	95	100	-20	-3	-0.2	3	10	14	0.9
COc1cnc(-c2ccccn2)nc1Oc1ccc(F)cc1F	-15	90	118	-11	-21	0.0	15	-2	18	1
Cc1ccc(S(=O)(=O)N/N=C/c2ccc(OS(=O)(=O)c3ccc(C)c([N+](=O)[O-])c3)cc2)cc1	2	96	98	9	2	-0.5	0	26	10	0.7
O=C(NCCc1ccccc1F)/C(=C/c1cccnc1)NC(=O)c1ccccc1	-16	102	90	5	11	0.7	-15	0	-3	1
Cc1ccccc1-c1nc(-c2cccnc2)no1	-76	112	139*	5	-43	-0.3	9	10	-11	0.9
